AID inh: activation induced cytidine deaminase inhibition; 0.32% of 91,000 active; AID 1347428; Potency, µM (titrated, usually from 115 µM), without a hit: at the highest dose activity change, negative = inhibition, usual class: inhibitors; Q9GZX7; AID deamination FRET fluorescence, UDG-coupled, 4 h; also: nearly all actives have a fitted effect of over 25% in size
Target sequence (Q9GZX7 whole entry, looked up): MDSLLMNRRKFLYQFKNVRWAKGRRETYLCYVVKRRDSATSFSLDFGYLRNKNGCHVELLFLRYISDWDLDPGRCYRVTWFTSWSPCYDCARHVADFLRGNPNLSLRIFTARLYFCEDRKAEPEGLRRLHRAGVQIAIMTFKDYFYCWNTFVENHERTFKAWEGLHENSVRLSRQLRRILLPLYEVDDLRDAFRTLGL
UDG counter: counter-screen for AID inhibitors: uracil-DNA glycosylase inhibition; FRET deamination/UDG coupled assay, UDG read, 4 h; Potency, µM (highest dose often 115 µM), inactives show top-dose activity change, negative = inhibition, most hits filed as inhibitors; 0.14% of 91,000 active; AID 1347430; also: nearly all actives have a fitted effect of over 65% in size
Active calls of the source: *; ? = inconclusive; & = joins results of further samples; [ ] = remark or other dose. Calls follow the shape of the dose curve; as a rule, active = well fitted curve in the direction sought with a large enough effect; inconclusive = small, poorly fitted or top-dose-only effect, or another doubt; inactive = no such curve, though single readings can be large; an effect the other way counts as inactive or inconclusive. % is scaled to controls: 0 for no effect and ±100 for the full control effect; potency is read from the fitted curve at half-maximal effect. A portion of the library; the hit share may differ from the screen's.

1: Cc1cc(NS(=O)(=O)c2ccc(NC(=O)COc3cc(C)c(Br)cc3C(C)C)cc2)no1
2: Cc1ccc(CN2CCN(C3CCN(C(=O)Nc4ccccc4C(F)(F)F)CC3)C(=O)C2=O)cc1
3: COc1ccc(N2CCN(C(=O)c3cc4c(=O)n(Cc5ccccc5)ccc4nc3C)CC2)cc1
4: Nc1nccnc1C(=O)NCCNc1ncc(C(F)(F)F)cc1Cl
5: O=c1c(S(=O)(=O)c2ccccc2)cn(Cc2cccc(F)c2)c2cc(N3CCCC3)c(F)cc12
6: CCOC(=O)c1ccc2c(c1)N(Cc1ccc(F)cc1Cl)C(=O)c1ccccc1S2

screen / no.,1,2,3,4,5,6
AID inh,-26%,2%,-17%,-3%,-4%,-22%
UDG counter,6%,-21%[57.5 µM],8%,5%,2%,-8%

7: O=C(C(c1ccccc1)N1CCN(C2CCS(=O)(=O)C2)CC1)N1CCOCC1 (stereo not given)
8: O=C(Cc1c[nH]c2ccccc12)N1CCC(c2nc(C3CC3)n[nH]2)CC1
9: O=C(C1CCC1)N(C1CCCCC1)C1CCCCC1
10: Cc1nc(C)c(CCNS(=O)(=O)c2ccc(C)c(C)c2)s1
11: Cn1ncc(C(=O)N2CCN(c3ccccc3F)CC2)c1C1CCN(C(=O)OC(C)(C)C)CC1
12: COc1ccc(C2=C(C)C(N3CCC(C(=O)Nc4ccc(F)cc4C)CC3)=NS2(=O)=O)cc1

screen / no.,7,8,9,10,11,12
AID inh,4%,1%,-5%,29%,-3%,10%
UDG counter,4%,-4%,2%,7%,11%,-3%

13: COc1ccc(NC(=O)c2oc3ccccc3c2NC(=O)C23CC4CC(CC(C4)C2)C3)c(OC)c1
14: COc1ccc(NC(=O)c2csnn2)cc1Cl
15: CCOc1ccc(NC(=O)c2sc3nc4c(cc3c2N)CN(Cc2ccccc2)CC4)cc1
16: O=C(Cn1cc(S(=O)(=O)Cc2cccc(Cl)c2)c2ccccc21)NCCc1ccccc1
17: COc1ccc(Oc2nc3c(C)cccn3c(=O)c2/C=C(\C#N)c2nc3ccccc3[nH]2)cc1
18: CC(C)CCNC(=O)Nc1ccc2c(c1)N(Cc1ccccc1)C(=O)c1ccccc1S2

screen / no.,13,14,15,16,17,18
AID inh,?,51%[activator],106%[activator],-1%,15%,?
UDG counter,-15%,-5%,16%,-7%,-1%,-15%

19: COCCNC(=O)c1cccc(-n2c(C)nc3cccnc32)c1
20: CCOC(=O)c1c(S(=O)(=O)N2CCCC(C(=O)Nc3ccc(C)cc3C)C2)c(C)n(CC)c1C (stereo not given)
21: COC(=O)c1cc(-c2ccc(OC)c(OC)c2)nc2onc(C(C)C)c12
22: COc1ccc(-n2cc(C(=O)NCCc3cc(OC)ccc3OC)c3ccccc3c2=O)cc1
23: C=CCN(C(=O)c1cn(C)c2ccccc12)C1CCS(=O)(=O)C1 (stereo not given)
24: CC(NS(=O)(=O)c1ccc2c(c1)CCN2C(=O)CCCC(=O)O)c1ccccc1 (stereo not given)

screen / no.,19,20,21,22,23,24
AID inh,6%,-7%,-3%,-19%,-6%,6%
UDG counter,?,10%,3%,2%,-7%,-15%

25: COc1cc(OC)c(OC)cc1/C=C/c1nc2ccccc2c(=O)n1-c1ccc(Br)c(C)c1
26: CNCc1ccc(-c2ccc(C(=O)OC)cc2)o1
27: CCOC(=O)c1c(-c2ccccc2)csc1NC(=O)c1cc(-c2ccc(F)cc2)on1
28: CNS(=O)(=O)c1cn(CC(=O)Nc2ccc(C)cc2C)cc1S(=O)(=O)NC
29: Cc1cc(SCC(=O)Nc2ccc(F)cc2F)nc2ccccc12
30: O=C(/C(=C/c1ccc(Cl)cc1)c1nc2ccccc2o1)c1ccccc1

screen / no.,25,26,27,28,29,30
AID inh,?,-10%,7%,10%,-2%,-13%
UDG counter,?,-10%,7%,-16%,-2%,-3%

31: Cc1ccccc1-c1cc2nccc(-c3cc(Cl)ccc3O)n2n1
32: C/C(=N\NC(N)=S)c1cc(C(C)(C)C)cc2c1CCC2(C)C
33: Cc1ccc(C(=O)O)cc1-c1ccc(/C=C(/C#N)c2nc3ccccc3[nH]2)o1
34: CC(C)CN(CCCNC(=O)CN1N=C(c2ccccc2)CCC1=O)CC(C)C
35: Nc1cc([N+](=O)[O-])ccc1C(=O)O
36: CCOC(=O)C1CCN(C(=O)CN2c3ccc(CC)cc3-c3ccccc3S2(=O)=O)CC1

screen / no.,31,32,33,34,35,36
AID inh,-4%,-6%&-8%,-14%,?,6%,-8%
UDG counter,4%,-10%&-12%,-14%,-8%[57.5 µM],1%,6%

37: COc1ccc(N2CCN(C(=O)C3CCCN(S(=O)(=O)c4ccc5c(c4)oc(=O)n5C)C3)CC2)cc1 (stereo not given)
38: O=C(/C=C\c1ccc2c(c1)OCO2)NC1CC(=O)N(c2ccc(Cl)cc2)C1 (stereo not given)
39: CCc1ccc(C2CC(=O)c3c([nH]c(C(=O)OC4CCC(C)CC4)c3C)C2)cc1 (stereo not given)
40: C=CCOc1cccc(NC(=O)C(C)Oc2ccccc2)c1 (stereo not given)
41: CC(Nc1ncnc2c1cnn2-c1cccc(Cl)c1)c1ccccc1 (stereo not given)
42: COc1ccc(C)cc1NC(=O)c1cnc2ccc(C)cn2c1=O

screen / no.,37,38,39,40,41,42
AID inh,-5%,-9%,9%,-1%,?,8%
UDG counter,-4%,-2%,-4%,0%,-15%,-4%

43: COc1ccc(-c2csc3ncnc(Nc4ccc(OC)cc4OC)c23)cc1
44: COC(=O)c1ccccc1NC(=O)c1nn(C2CCS(=O)(=O)C2)c2c1CCCC2 (stereo not given)
45: CCOC(=O)c1c(NC(=O)c2cc(=O)c3cc(C)ccc3o2)sc2c1CCCC2
46: CCOC(=O)Cc1csc(NC(=O)c2nc(-c3ccccc3)oc2C)n1
47: O=C(NC1CCN(C(=O)c2ccc3ccccc3n2)CC1)c1ccccc1
48: Cc1cc(Nc2nc3ccccc3nc2NS(=O)(=O)c2ccccc2)ccc1Cl

screen / no.,43,44,45,46,47,48
AID inh,?,-23%,39%[activator][57.5 µM],21%,6%,-14%
UDG counter,-19%,-4%,5%[57.5 µM],4%,-9%,-3%

49: CCCn1c(NC(=O)c2oc3ccccc3c2CSC)nc2ccccc21
50: Cc1ccn(Cc2cc(C(=O)O)c3ccccc3n2)n1
51: CCOCCn1c(-n2nc(C)cc2C)nc2c1c(=O)n(CC)c(=O)n2C
52: O=S(CCCOc1ccc(F)cc1)Cc1cccc(F)c1 (stereo not given)
53: COc1cccc(NC(=O)c2oc3ccc(S(=O)(=O)N(C)C4CCCCC4)cc3c2C)c1
54: Cc1cc(Cl)ccc1OCCSc1nnc(-c2cccs2)o1

screen / no.,49,50,51,52,53,54
AID inh,2%,2%,-9%,3%,-5%,-21%[57.5 µM]
UDG counter,-1%,7%,3%,-6%,-13%,-8%[57.5 µM]

55: Cn1c(=O)[nH]c(=O)c2c1nc(NCCO)n2Cc1cccc2ccccc12
56: O=c1c2ccccc2c(-c2ccccc2)nn1-c1cc(N2CCN(CCO)CC2)ccc1[N+](=O)[O-]
57: O=C(C1CN(C(=O)c2nn(-c3ccccc3)c(=O)c3ccccc23)c2ccccc2O1)N1CCOCC1 (stereo not given)
58: CCCOC(=O)c1ccc(Oc2coc3cc(O)ccc3c2=O)cc1
59: Cc1ccc(C(=O)N2CCC(c3c[nH]c4ccccc34)(c3c[nH]c4ccccc34)CC2)cc1
60: CC(=O)N1c2ccc(S(=O)(=O)N3CCN(c4ccc(C)cc4C)CC3)cc2CC1C (stereo not given)

screen / no.,55,56,57,58,59,60
AID inh,6%,-8%,-6%,-1%,?,?
UDG counter,4%,-8%,4%,3%,-28%,-22%[57.5 µM]

61: O=C(CS(=O)(=O)Cc1ccccc1)Nc1cc(F)cc(F)c1
62: N#C/C(=C\c1cn(Cc2ccccc2F)c2ccccc12)C(N)=O
63: Cc1cccc(NC(=O)CCCCCn2c(=O)[nH]c3ccsc3c2=O)c1
64: Cc1ccc(C2(c3ccc(C)cc3)SC(=S)c3ccccc32)cc1
65: Cc1ccc(-c2cnc(NCc3c(F)cccc3Cl)n2C)cc1
66: Cc1ccc(C)c(S(=O)(=O)c2nnn3c2nc(N2CCOCC2)c2sccc23)c1

screen / no.,61,62,63,64,65,66
AID inh,-5%,-5%,1%,-3%,-9%,?
UDG counter,-14%,-9%,-1%,-4%,5%,25%

Assay outcomes as filed in PubChem BioAssay.
